RBBP9 inh: blocks human serine hydrolase RBBP9; O75884; recombinant RBBP9, FP-Rh probe fluorescence polarization; inhibition, % at 7.94 µM; 0.2% of 220,000 active; AID 1515;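 active = inhibition above the campaign mean of all tested compounds plus 3 SD, cut at about 14% in these data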;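 note: plate controls were DMSO wells with RBBP9 for no effect and wells lacking RBBP9 protein for full effect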
Target sequence (O75884 whole entry, looked up): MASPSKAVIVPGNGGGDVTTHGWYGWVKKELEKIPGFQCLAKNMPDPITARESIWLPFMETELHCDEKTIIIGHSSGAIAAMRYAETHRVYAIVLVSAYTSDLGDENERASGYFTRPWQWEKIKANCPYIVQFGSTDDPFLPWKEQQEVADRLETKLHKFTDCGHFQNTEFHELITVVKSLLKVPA
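Material: RBBP9 protein. Amount: RBBP9 at 2.5 µM in dispensed solution, before mixing. Schedule: 30 min then 45 min, 25 °C. Medium: Tris buffer pH 8.0, NaCl, Pluronic. Measured by: fluorescence polarization. Measure: percent inhibition from mP, scaled between DMSO and no-protein wells. Replication: one well per compound.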
NPY-Y1 antag: blocks the human neuropeptide Y Y1 receptor; P25929; HEK293-CNG Y1 cells, membrane potential fluorescence; NPY at EC95, then isoproterenol; inhibition, % at 3.6 µM; 1% of 200,000 active;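 active = inhibition above the campaign mean inhibition of all tested compounds plus 3 SD, cut at about 20% in these data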;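 note: 0% = DMSO wells given NPY plus isoproterenol and 100% = isoproterenol alone without NPY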
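Material: HEK293 cells with Y1 receptor plus CNG channel; times: compound incubation 1 h at room temperature, readout 45 min post-stimulation; signal: fluorescence, membrane potential probe; read-out basis: fluorescence ratio normalized to % inhibition between controls; benchmarks: full-block control isoproterenol-only wells, zero-block control NPY plus isoproterenol wells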
Runt-CBFb FRET: blocks binding of human RUNX1 Runt domain to CBFb; 0.46% of 220,000 active; AID 1496; Cerulean-Runt/Venus-CBFb FRET ratio 530/480, 1 h; inhibition, % at 20 µM; Q01196+Q13951;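 active = inhibition over about 50% at 20 µM in the single-dose screen, limit read from the data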;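 note: 0% = DMSO wells and 100% = excess unlabeled CBFb competitor control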
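Assay system: Cerulean-Runt domain / Medium: Tris 50 mM pH 7.5, KCl, K2SO4, 0.01% BSA / Timing: protein complex preformed 1 h, compound exposure 1 h, room temperature, dark / Measured by: FRET, excitation 422 nm, emission at 530 and 480 nm / Evaluation: loss of energy transfer signal / Control set: 5 µM unlabeled CBFb as full-inhibition high control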
NPY-Y2 PAM-ag: potentiators or agonists of human neuropeptide Y receptor Y2. P49146. cells expressing NPY-Y2, potentiator/agonist read-out. activation, % at 3.6 µM. 0.45% of 220,000 active. AID 1359; in the data active = activation above about 27%;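 note: cells stimulated with NPY near EC25 plus isoproterenol at EC100; 0% = vehicle plus submaximal agonist and 100% = vehicle plus saturating agonist; some results beyond the cut were filed as inactive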
Mdm2 ligase inh: inhibitors of human Mdm2 E3 ubiquitin ligase | Q00987 | cell-based MDM2 ubiquitination luciferase reporter, 2 h; 0 = plate control, 100 = twice control, blank-subtracted | signal enhancement, % at 5 µM | 0.11% of 210,000 active | AID 1230;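 active = signal enhancement of 30% or more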;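 note: luminescence tracks abundance of the self-degrading MDM2-luciferase fusion protein; higher signal means inhibition of MDM2 E3 ligase activity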
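Assay system: mammalian cells stably expressing self-ubiquitinating, self-degrading MDM2 E3–luciferase fusion. Quantity: 2000 cells in each well. Medium: DMEM culture medium. Compound dosing: single-point 5 µM. Timing: cell settling 4 h, compound treatment 2 h, both 37 °C. Technique: luciferase luminescence. Read-out basis: percent signal gain over controls, blank-subtracted. Benchmarks: plate controls and plate blanks.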
p97 ATPase inh: blocks human p97 ATPase activity | AID 1481 | 0.42% of 220,000 active | P55072 | inhibition, % at 8 µM | recombinant p97 ATPase, Kinase-Glo ATP luminescence, 3 h; in the data active = inhibition above about 15%;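 note: 0% = DMSO vehicle and 100% = wells lacking enzyme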
Target sequence (P55072 whole entry, looked up): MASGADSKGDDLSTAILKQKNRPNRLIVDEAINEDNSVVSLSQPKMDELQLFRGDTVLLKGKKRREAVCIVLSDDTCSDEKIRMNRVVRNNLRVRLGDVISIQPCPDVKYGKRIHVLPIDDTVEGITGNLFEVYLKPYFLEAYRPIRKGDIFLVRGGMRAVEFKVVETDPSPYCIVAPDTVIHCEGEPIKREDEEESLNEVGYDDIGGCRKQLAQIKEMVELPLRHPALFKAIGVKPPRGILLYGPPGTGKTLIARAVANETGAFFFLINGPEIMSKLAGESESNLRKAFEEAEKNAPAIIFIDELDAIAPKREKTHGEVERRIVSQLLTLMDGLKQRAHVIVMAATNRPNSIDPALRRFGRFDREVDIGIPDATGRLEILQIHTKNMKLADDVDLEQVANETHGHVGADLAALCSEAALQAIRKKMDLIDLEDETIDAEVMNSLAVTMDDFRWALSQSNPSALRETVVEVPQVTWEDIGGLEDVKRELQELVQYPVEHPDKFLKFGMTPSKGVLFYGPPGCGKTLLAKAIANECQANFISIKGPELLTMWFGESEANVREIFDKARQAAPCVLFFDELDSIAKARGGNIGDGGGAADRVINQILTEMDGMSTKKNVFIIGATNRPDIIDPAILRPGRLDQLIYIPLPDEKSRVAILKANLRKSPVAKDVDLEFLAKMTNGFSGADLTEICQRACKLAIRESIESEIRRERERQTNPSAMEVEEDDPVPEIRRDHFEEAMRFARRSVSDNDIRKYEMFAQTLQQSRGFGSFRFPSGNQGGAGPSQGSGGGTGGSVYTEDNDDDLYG
Hck Nef HTS: human Hck-Nef kinase inhibition | 0.68% of 220,000 active | Recombinant Hck-YEEI plus Nef, Z-Lyte FRET kinase assay | AID 463187 | inhibition, % at 20 µM | P08631;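 active = Hck-Nef kinase inhibition above about 50%, limit read from the data; inactive = inhibition below that limit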;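 note: 0% = DMSO with Hck plus Nef and 100% = Hck alone without Nef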
NPY-Y1 PAM-ag: potentiates or activates human NPY-Y1 receptor | P25929 | AID 1304 | activation, % at 3.6 µM | NPY-Y1 expressing cells, potentiator/agonist activation | 0.37% of 220,000 active; in the data active = activation above about 33%, passing the limit was not always enough;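 note: cells stimulated with NPY at EC10 then isoproterenol at EC100; 0% = low agonist plus stimulus and 100% = saturating agonist plus stimulus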
Runt-SMMHC FRET: inhibitors of human RUNX1 Runt domain binding to CBFb-SMMHC | AID 1434 | Q01196+Q13951 | Cerulean-Runt/Venus-CBFb-SMMHC FRET ratio 530/480, 1 h | 0.74% of 220,000 active | inhibition, % at 20 µM;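 active = mean inhibition across duplicate retests at 20 µM reaching about 50%, limit read from the data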;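 note: 0% = DMSO wells and 100% = wells with excess untagged CBFb-SMMHC; inhibitors lower the FRET ratio by blocking Runt binding to CBFb-SMMHC; some results filed as inactive read as strong as hits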
* = called active by the depositor; nt = not tested or not shown.

SMILES	RBBP9 inh	NPY-Y1 antag	Runt-CBFb FRET	NPY-Y2 PAM-ag	Mdm2 ligase inh	p97 ATPase inh	Hck Nef HTS	NPY-Y1 PAM-ag	Runt-SMMHC FRET
O=C(NN1CCCCC1)c1cccc2ccccc12	-3.1	2.7	1.3	3.2	-5.0	1.8	-5.0	-3.3	1.1
CCOc1ccccc1N(CC(=O)O)S(=O)(=O)c1ccccc1	-8.5	5.1	-1.6	-5.2	-15.2	-6.8	3.0	-29.1	-1.8
O=C1c2ccccc2C(=O)C1c1ccc2ccccc2n1	-8.4	-2.5	-15.4	-7.5	-7.3	0.2	5.9	-19.4	-27.6
O=C1CC(N2CCC(c3nc4ccccc4o3)CC2)C(=O)N1c1cc(Cl)cc(Cl)c1 (stereo unspecified)	-11.6	2.2	0.4	-7.6	-4.1	-3.9	3.5	3.9	-1.7
Cc1ccccc1OCC(=O)Nc1cccc2nsnc12	-0.3	9.6	10.4	-4.7	4.8	0.2	29.6	-14.5	62.9
COc1ccc(C(=O)CSc2nncn2C)cc1	-6.1	-1.6	1.5	-4.8	-14.4	-0.7	-21.1	-4.9	-2.0
CC(C(=O)NC1=NCCS1)N1C(=O)c2ccccc2C1=O (stereo unspecified)	-18.1	-4.0	1.2	1.2	-12.4	1.7	-0.4	-0.8	-2.4
COc1ccc(OC)c(C2=NOC(C(=O)Nc3ccccc3SC)C2)c1 (stereo unspecified)	6.7	6.0	1.3	0.6	-3.6	1.3	-0.4	-12.0	-2.8
Cc1nn(CCC#N)c2[nH]c(=O)cc(C(F)(F)F)c12	-6.4	-0.9	0.4	-0.2	-5.7	1.5	-0.4	-6.9	-0.3
CC(C)N(C(=S)NC1CCCCC1)c1ccccc1	-3.3	1.7	1.9	-9.2	-14.0	1.6	20.9	-16.6	-1.4
O=C(Oc1ccc(N(Cc2cccs2)C2=NS(=O)(=O)c3ccccc32)cc1)c1ccco1	2.3	-4.0	1.6	6.6	-8.0	5.1	2.3	-8.2	1.7
CCCn1c(N2CCN(Cc3cccc(C)c3)CC2)nc2c1c(=O)[nH]c(=O)n2C	2.1	4.5	-0.4	-4.1	-20.3	-6.4	1.2	2.8	2.9
Cc1ccccc1Nc1nnc(SCC(=O)c2c(N)n(C)c(=O)n(C)c2=O)s1	-6.8	-0.3	2.8	-2.0	-8.9	3.0	21.5	6.9	0.6
COc1cc2nc(SCc3ccc(C(F)(F)F)cc3)n(Cc3cccs3)c(=N)c2cc1OC	1.5	10.0	1.8	-2.4	-3.9	0.2	0.6	-11.4	-3.4
CCc1ccc(OCC(=O)N(CC)CC)cc1	-3.0	-0.2	1.5	3.3	-4.2	1.1	20.1	10.6	-1.0
COc1cc(C2=NOC(C(=O)Nc3c(C)n(C)n(-c4ccccc4)c3=O)C2)cc(OC)c1OC (stereo unspecified)	2.2	nt	0.9	-9.6	nt	4.7	-6.0	3.4	-3.0
Cc1c(Cl)c([N+](=O)[O-])nn1CC(=O)NCC1CCCO1 (stereo unspecified)	0.8	-5.5	-1.9	-7.3	-5.8	-1.0	12.0	-4.5	0.1
CC(=O)c1sc(NC(=O)C(C)C)nc1C	-8.1	3.3	0.4	1.9	nt	-0.9	-0.2	16.4	2.2
COc1ccc(OC)c2[nH]c(=O)c(CCNC(=O)Cc3cccs3)cc12	-1.9	-2.7	-0.6	-5.3	15.9	0.6	5.7	-2.2	-0.5
CCNC(=O)C1CCCc2c1[nH]c1ccc(Cl)cc21 (stereo unspecified)	-2.1	-7.5	nt	24.0	-9.2	-1.9	1.6	21.3	-3.0
O=C(OCC(=O)c1ccc(Cl)cc1Cl)c1ccc2c(c1)C(=O)N(c1cccc3ncccc13)C2=O	0.0	2.4	1.6	2.1	-27.4	-0.5	7.7	-5.0	-10.7
CCCS(=O)(=O)N1CCC(C(=O)NC2CCCC(C)C2C)CC1 (stereo unspecified)	-8.0	-1.7	-1.0	-5.0	4.8	-0.1	0.7	-13.6	1.5
CC(C)CSC1=NSC2=NC(=O)/C(=C\c3ccccc3)C(=N)N12	-12.5	-0.4	2.3	-26.7	-5.3	-6.5	28.7	-18.7	5.2
Cc1nc2ccccc2nc1OCc1ccccc1	-6.5	2.9	-0.8	0.3	-13.7	0.6	-0.7	-0.1	0.5
Oc1cc(OCc2ccccc2)ccc1-c1[nH]ncc1-c1ccccc1	-6.8	nt	2.2	-10.0	-9.3	0.6	-6.1	27.4	3.5
Cc1c(O)ccc2c(O)c(NC(=O)c3ccc4c(c3)CCC(C)(C)O4)c(=O)oc12	-4.7	nt	-1.3	13.4	-12.8	29.4*	13.8	3.6	-1.6
CC(NC(=O)Cn1nc(C(=O)O)c2ccccc2c1=O)C12CC3CC(CC(C3)C1)C2 (stereo unspecified)	-7.4	15.5	-5.4	-22.3	-89.9	-7.9	16.8	-9.3	0.5
O=C(O)CCNC1CCCCC1	2.3	nt	1.2	-8.0	nt	1.8	19.5	-2.5	-1.6
C=CCNC(=S)NS(=O)(=O)c1cccs1	-4.4	4.8	2.3	-14.6	-4.5	4.8	2.2	0.4	-0.4
Cc1cc(C)nc(N(C#N)Cc2ccccc2)n1	1.3	5.3	-0.4	-3.4	-5.5	-0.1	1.1	-20.4	-7.7
Cc1[nH][nH]c(=O)c1C(c1ccc(N(C)C)c(Br)c1)c1c(C)[nH][nH]c1=O	-2.1	nt	3.7	-9.2	-6.7	5.9	11.4	2.8	-3.4
COc1ccccc1NC(=O)/C(=C/c1cccc([N+](=O)[O-])c1)c1ccccc1	-2.8	18.9	-0.4	5.1	-13.5	0.2	2.1	-16.0	3.8
CCOc1ccc(-c2c(C(=O)N/N=C/c3ccc(OC(C)C)cc3)nnn2-c2nonc2N)cc1	-2.2	4.2	1.8	3.6	-19.2	-6.1	0.3	0.1	0.6
CCC(C(=O)O)n1nnc(-c2ccc(-c3ccc(OC)cc3)cc2)n1 (stereo unspecified)	-2.1	8.6	-3.4	-28.9	-6.1	-3.0	0.2	-47.8	-0.5
CN(Cc1ccccc1)S(=O)(=O)c1ccc(NC(=S)NC(=O)C2CCCC2)cc1	-14.0	17.7	nt	7.2	-7.2	0.9	0.2	28.1	4.0
O=c1[nH]c(CSc2ncnc3sc(-c4ccccc4)cc23)nc2ccccc12	-0.1	nt	3.5	14.6	-9.7	8.6	54.2*	-25.9	-20.9
Nc1nnc(C(c2ccccc2)c2ccccc2)s1	-7.3	3.9	-2.8	-21.8	nt	0.1	-1.0	20.7	-0.9
O=C(NCCCn1ccnc1)C(=O)NCC(c1cccnc1)N1CCN(c2ccccc2)CC1 (stereo unspecified)	-11.5	6.1	0.2	-5.1	nt	-1.6	-3.9	1.1	2.1
COc1ccc(/C=C/C(=O)c2ccoc2)cc1	-9.0	1.6	2.1	9.2	-11.7	-1.5	0.5	-12.8	4.0
Cc1cc(C)cc(Nc2ccc(C(=O)O)cc2N)c1	6.2	-0.7	-0.3	9.9	-4.9	2.0	0.5	14.4	-3.9
CCOc1cc(C)ccc1OCc1nnc(SCC(=O)c2cccc([N+](=O)[O-])c2)n1C	-5.5	3.6	nt	-4.2	-2.2	-0.2	0.0	-27.9	1.2
COc1ccccc1NS(=O)(=O)c1ccc(C)c(NC(=O)NC2CCCCC2)c1	-4.4	-1.2	-0.8	6.7	12.9	6.1	1.6	10.3	7.9
NC(=O)c1ccc(-n2nc(C(F)(F)F)c3c2CCCC3)cc1	3.1	7.9	-1.4	-1.1	-4.2	7.6	1.5	-10.1	2.7
Cc1ccc(Oc2ccc(N)cc2)cc1	-2.8	0.3	-0.1	-2.8	-1.7	1.9	1.2	-1.9	0.1
NC(=O)c1ccsc1NC(=O)Cc1ccc([N+](=O)[O-])cc1	-3.6	15.9	0.5	3.3	4.0	4.1	32.4	5.5	-5.4
Cc1cc2cc(CN(Cc3cccs3)C(=S)NCc3ccco3)c(=O)[nH]c2cc1C	-20.3	8.7	28.5	-1.6	-18.6	-0.5	-1.9	-19.2	20.9
CCc1nc(N(CC)CC)c2oc3ccccc3c2n1	-5.0	13.8	nt	-9.4	-11.6	-0.9	7.6	-15.3	nt
CCOc1ccc(N(CC)C(=O)CCNC(=O)Cn2ccc3ccccc3c2=O)cc1	1.5	-1.0	-0.1	9.1	-4.6	-0.6	7.0	21.4	1.1
CN(C)S(=O)(=O)c1ccc(N2CCCC2)c(C(=O)Nc2nc3ccccc3s2)c1	-3.6	4.1	-0.8	-11.9	-6.9	7.9	-21.7	-11.1	3.8
Cn1nc(C(C)(C)C)c([N+](=O)[O-])c1C(N)=O	-10.3	nt	0.6	-4.1	11.2	-6.9	1.6	-3.8	-1.2
(cont.)
SMILES	RBBP9 inh	NPY-Y1 antag	Runt-CBFb FRET	NPY-Y2 PAM-ag	Mdm2 ligase inh	p97 ATPase inh	Hck Nef HTS	NPY-Y1 PAM-ag	Runt-SMMHC FRET
C/C(=N\N=C(N)N)c1ccc(C)c(C)c1	-2.6	nt	-0.1	3.0	2.4	7.3	16.6	-7.0	-0.1
CCOC(=O)c1c(NC(=O)C2CC2)sc(C)c1CC	-5.3	0.6	-2.0	0.0	26.0	2.9	3.9	15.0	-8.5
Cc1ccc(NC(=O)CS(=O)CC(=O)N(CC(=O)NC2CCCC2)c2ccc3c(c2)OCCO3)cc1 (stereo unspecified)	-4.9	2.0	nt	-2.0	-1.8	1.5	27.7	-2.8	nt
Clc1ccc(Oc2cnc3ccccc3n2)cc1	-2.2	2.1	7.0	0.5	-16.4	-0.8	1.3	1.0	-6.4
CCc1ccc(OCCOCC(O)CN(CCO)CCO)cc1 (stereo unspecified)	-5.1	4.8	-1.8	-0.4	-3.0	-4.4	1.5	3.1	0.4
Cn1c(SCC(=O)NCc2cccs2)nnc1-c1ccco1	-6.5	-0.4	0.5	-15.2	-8.6	-5.9	-9.5	-25.7	-0.5
COc1ccc(-c2ccc(SCC(=O)Nc3nccs3)nn2)cc1OC	2.2	6.4	2.2	-10.8	-9.5	6.9	29.3	-2.0	-0.6
CCOC(=O)c1cccc(NC(=O)CCc2nc(-c3ccc(C)cc3)no2)c1	-3.1	8.9	-4.9	-16.3	-30.1	-6.2	-0.4	-26.7	-3.9
Cc1ccc(NC(=O)CN2CCCCCC2)cc1[N+](=O)[O-]	6.7	3.4	0.3	-8.6	-64.2	0.5	-9.3	-8.2	-0.5

Screens: PubChem BioAssay, several laboratories
